Screens as filed in PubChem BioAssay.
Polio RdRp inh = poliovirus RdRp elongation inhibitors, primary screen, biochemical, fluorescence polarization, total intensity; Genome polyprotein (Poliovirus type 1 (strain Mahoney)), P03300; % elongation, % (compound at 16.7 µg/mL); poliovirus polymerase elongation; hits give low values; hit rate 0.66% among 150,000; AID 588519, 2011; in the data active = % elongation below about 90%; also: some results filed as inactive read as strong as hits
Target sequence (P03300 1749-2209 limits assumed): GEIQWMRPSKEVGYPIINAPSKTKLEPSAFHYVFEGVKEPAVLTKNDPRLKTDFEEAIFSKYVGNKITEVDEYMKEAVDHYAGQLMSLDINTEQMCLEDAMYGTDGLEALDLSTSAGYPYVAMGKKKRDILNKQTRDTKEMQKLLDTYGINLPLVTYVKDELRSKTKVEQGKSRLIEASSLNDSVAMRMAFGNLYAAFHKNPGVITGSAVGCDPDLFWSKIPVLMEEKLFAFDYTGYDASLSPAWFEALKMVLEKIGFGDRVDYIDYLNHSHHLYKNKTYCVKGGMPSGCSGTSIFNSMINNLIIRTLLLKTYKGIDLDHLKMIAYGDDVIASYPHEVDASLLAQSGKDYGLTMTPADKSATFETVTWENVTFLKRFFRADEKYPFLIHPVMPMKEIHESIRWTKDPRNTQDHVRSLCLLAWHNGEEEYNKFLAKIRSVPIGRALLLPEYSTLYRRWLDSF
Polio RdRp inh FP z-score = second read-out of Polio RdRp inh, no call of its own (marks repeat the call); z-score; measured here: FP z-score; hits read low
* marks the source's active call; other numbers are inactive results. An excerpt (hit frequency here may not be typical).

SMILES	Polio RdRp inh	Polio RdRp inh FP z-score
CCCc1c(C(=O)Nc2cc(-c3ccccc3)nn2C)cnn1-c1ccccc1	102.0	0.2
COC(=O)c1c(C)[nH]c(C(=O)COn2nnc3ccc(S(=O)(=O)N(C)C)cc32)c1C	99.0	-0.4
CCS(=O)(=O)c1ccc2oc(SCC(=O)Nc3ccccc3C(F)(F)F)nc2c1	108.0	0.4
CCOc1cc(/C=C(\C#N)C(=O)NCc2ccco2)ccc1O	107.0	0.5
CCOC(=O)c1ccc(NC(=O)CN2N=C(c3ccc(OC)cc3)CCC2=O)cc1	102.0	0.3
CC12CC[C@@H](O)CC1CCC1C2CCC2(C)C(C(=O)O)CCC12 (stereo partly specified)	103.0	-0.1
N#CCc1nc2n(n1)Cc1ccccc1-2	101.0	0
CCCNC(=O)CC1Oc2ccccc2NC1=O (stereo unspecified)	103.0	0.6
COc1cc(OC)c(NC(=O)C2CCCN(c3ncnc4c3nc3n4CCCCC3)C2)cc1Cl (stereo unspecified)	101.0	-1.2
CCOC(=O)c1sc(I)c(C#N)c1C	109.0	1.3
CCC[C@@H]1C[C@@H](C(=O)N[C@H]([C@H]2O[C@H](SC)[C@H](O)[C@@H](O)[C@H]2O)[C@H](C)O)N(C)C1	101.0	0.2
Cc1ccc(C(=O)OC(C)C(=O)NC2CCCCC2)cc1S(=O)(=O)N1CCCCC1 (stereo unspecified)	106.0	0.7
CCCCn1c2ccccc2c2nnc(SCC(=O)Nc3ccc(NC(C)=O)cc3)nc21	100.0	-1.3
O=C(Nc1nccs1)c1cccc(N2C(=O)C3C4C=CC(C4)C3C2=O)c1 (stereo unspecified)	101.0	0.4
COc1cccc(C2=Nc3ccccc3C2=O)c1	101.0	-0.1
O=C1C=C(N2CCOCC2)C(=O)N1c1ccc(Cl)cc1	107.0	0.5
NNC(=O)c1cc(C23CC4CC(CC(C4)C2)C3)[nH]n1	100.0	-0.3
COC(=O)Cc1c(C)c2cc(Cl)c(O)cc2oc1=O	102.0	-0.1
O=C(NO)c1cccc2c1-c1ccccc1/C2=N/O	99.0	-0.5
CC(=O)N1c2ccc(S(=O)(=O)N3CCCCCC3)cc2CC1C(=O)NCc1cccc(C)c1 (stereo unspecified)	112.0	1.3
Cc1ccc(OCC(O)CN2C(C)CCCC2C)c(C)c1 (stereo unspecified)	100.0	-0.2
N#CCN(CC#N)C(=O)Cc1coc2ccc3ccccc3c12	100.0	-0.5
Cc1cc(-c2onc(C)c2C(=O)Sc2ccccc2)no1	101.0	-0.1
CCC(Sc1nc2ncccc2o1)C(=O)NCCc1ccccc1 (stereo unspecified)	100.0	-0.7
COc1cccn(Cc2n[nH]c(=S)n2C)c1=O	103.0	0
COc1ccc(Cl)cc1S(=O)(=O)N1CCC(C(=O)NCc2ccco2)CC1	100.0	-0.8
COc1ccc(/C=C2/SC(=O)N(CCc3nnc(N)s3)C2=O)cc1	102.0	0.1
CN(C(=O)c1ccco1)c1ccccc1C(=O)O	102.0	0.1
O=C(OCC1COc2ccccc2O1)c1cc2ccccc2[nH]1 (stereo unspecified)	100.0	0
O=C(N/N=C/c1c(O)ccc2ccccc12)c1ccccn1	76.0	-7.8
N#C/C(=C\c1ccccc1)C(=O)N1CCN(Cc2ccccc2)CC1	104.0	-0.3
Cc1ccc(C(CC(=O)Nc2ccccn2)N2Cc3ccccc3C2=O)cc1 (stereo unspecified)	106.0	1.8
Cc1ccc2oc(=O)c3cnn(CC(=O)NCc4ccccc4Cl)c3c2c1	106.0	0.1
CSc1ccc(CCNC(=O)c2cc(C)nc3c2c(C)nn3-c2ccccc2)cc1	104.0	-1
Cc1nc2ccc(S(=O)(=O)CCC(=O)Nc3ccc(C)c(C)c3)cc2s1	98.0	-1
COc1cc2c(=O)c(S(=O)(=O)c3ccc(C)cc3)cn(Cc3cccc(C)c3)c2cc1OC	105.0	0.2
CCc1nnc(NC(=O)c2cc(S(=O)(=O)N3CCc4ccccc43)cn2C)s1	102.0	0.4
O=C(Nc1ccc(Cl)cc1)C1(S(=O)(=O)c2ccc(Cl)cc2)CC1	101.0	-0.1
O=C(/C=N/OCc1cc(=O)n2ccsc2n1)Nc1cccc(C(F)(F)F)c1	107.0	0.6
COc1ccccc1NC(=O)c1nnc2c(-c3ccccc3)c(C)nn2c1C	101.0	-0.2
O=S(=O)(c1cccc(-c2nnc(-c3ccccc3)o2)c1)N1CCCC1	99.0	-0.6
O=C(O)/C(=C\c1ccncc1)c1ccc(S(=O)(=O)N2CCCCC2)s1	99.0	-0.4
COc1ccc(NC(=O)CSCc2nc(-c3ccc(C(C)C)cc3)no2)cc1	105.0	0.3
CCOC(=O)c1c(NC(=O)Nc2ccc(F)cc2)sc(C(=O)N(C)C)c1C	104.0	-0.4
CC(C)Oc1ccc(C(=O)NCCc2csc(-c3cccc(F)c3)n2)cc1	101.0	-1.5
CCCCN(CC)C(=O)Nc1ccc2c(c1)N(CC)C(=O)c1ccccc1S2	104.0	0.2
COc1ccc(CNC(=O)c2cc(=O)[nH]c3ccc(S(=O)(=O)N4CCCC4)cc23)c(OC)c1	114.0	1
C=CCn1cc(/C=C2/NC(=O)N(c3ccccc3)C2=O)c2ccccc21	103.0	0.4
O=C(NCCc1ccccc1)C1CCN(c2nc3ccccc3o2)CC1	101.0	0.1
CCC(Sc1nc(C)cc(=O)[nH]1)C(=O)Nc1ccc(Cl)cn1 (stereo unspecified)	105.0	1
COc1ccc(CCNC(=O)Cn2cc(S(=O)(=O)Cc3ccccc3F)c3ccccc32)cc1OC	109.0	0.7
CCOC(=O)c1ccc(NC(=O)CSc2nccn2-c2cc(C)cc(C)c2)cc1	107.0	0
O=C(CSc1nc2ccccc2c(=O)n1NC(=O)c1ccccc1)NCc1ccccc1	102.0	0
CCC1CCCCN1C(=O)CSc1nc2c(c(=O)n1Cc1ccccc1)SC(C)C2 (stereo unspecified)	100.0	-0.4
Cc1ccc(S(=O)(=O)N2CCC(c3nc4cc(C(=O)NCc5ccco5)ccc4n3C3CCCCC3)CC2)cc1	102.0	0.4
COc1ccc(C(=O)NCC(=O)N2CCN(c3ccc(F)cc3)CC2)cc1	105.0	1
CC(C)CN(CC(C)C)Cn1nc(-c2ccc3c(c2)OCO3)oc1=S	103.0	0
CCC(C)NC(=O)c1c[nH]c2ccc(S(=O)(=O)N(C)c3cc(C)ccc3C)cc2c1=O (stereo unspecified)	98.0	-1.4
CCN1C(=O)C(O)(CC(=O)c2cc(C)ccc2C)c2ccccc21 (stereo unspecified)	102.0	0
COc1ccc(C2CC(=O)N(C)c3ccccc3S2)cc1 (stereo unspecified)	103.0	0.4

Additional compounds follow.
Compound	Polio RdRp inh	Polio RdRp inh FP z-score
Cc1ccc(NC(=O)Cn2c(CCC(=O)O)ccc2-c2ccc(Cl)cc2)cc1	113.0	1.3
CC(C)N(C(=O)c1sc2ccccc2c1Cl)C(C)C	102.0	0
CCC(CO)NC(=O)C(=O)Nc1c2c(nn1-c1ccc(F)cc1)CSC2 (stereo unspecified)	101.0	-0.9
Cc1ccc(CN(C(=O)COc2ccc(C(C)(C)C)cc2)C2CCS(=O)(=O)C2)o1 (stereo unspecified)	110.0	-0.4
CN(CC(=O)N1CCCC1)S(=O)(=O)c1ccc2[nH]c3c(c2c1)CCCC3	103.0	0.1
Cc1ccc(NC(=O)CNC2CCS(=O)(=O)C2)cc1C (stereo unspecified)	101.0	-0.1
O=C(COc1ccccc1)Nc1nc2ccccc2[nH]1	101.0	-0.2
CCOc1ccc(NC(=O)CCn2c(=O)c3cccn3c3cccnc32)cc1	109.0	0.2
CC(O)(CCO)C12CC3CC(CC(C3)C1)C2 (stereo unspecified)	99.0	-0.5
COc1ccc(S(=O)(=O)Nc2cccc(C(F)(F)F)c2)cc1OC	106.0	0.8
O=C(O)[C@@H]1CCCN1C(=O)c1ccccc1F	106.0	0.4
Cc1cccc(NC(=O)c2oc3ccccc3c2NC(=O)Cc2coc3ccc(C(C)C)cc23)c1	116.0	0.1
CC(=O)N(C(C)=O)c1c(N2CCOCC2)c2ccccc2oc1=O	99.0	-0.2
COc1ccccc1NC(=O)CSCc1cc(=O)c2c(C)cc(C)cc2[nH]1	111.0	1.2
COc1ccc(C2(C(=O)O)CCCC2)cc1OC	102.0	0
COC(=O)COc1ccc(NC(=O)c2ccccc2C)cc1	103.0	1
CCn1nc(C)c(CCNC(=O)NCCc2ccccc2)c1C	101.0	0.3
CN(Cc1ccccc1)S(=O)(=O)c1ccc2[nH]c(=O)c(=O)[nH]c2c1	102.0	0.1
COc1cccc(OC)c1C(=O)N1CCCN(c2nc3ccc(Cl)cc3s2)CC1	110.0	0.7
CC(C)(C)c1cc(Sc2nc(N3CCOCC3)nc(N3CCOCC3)n2)cc(C(C)(C)C)c1O	108.0	0.5
COC(=O)c1ccc(CSc2nnc(Cc3cccs3)n2C2CCCCC2)o1	109.0	-0.1
CN(Cc1ccccc1)C(=O)CN1CCN(Cc2ccc(Cl)cc2)C1=O	100.0	-0.2
Cc1nnc(NC(=O)CCc2c[nH]c3ccccc23)o1	97.0	-0.6
Cc1ccc(C)c(NC(=O)C2CCCN(c3ncnc4onc(C)c34)C2)c1 (stereo unspecified)	101.0	-1.5
CC1C(=O)N2CCCc3cc(S(=O)(=O)Nc4ccc(Br)cc4F)cc1c32 (stereo unspecified)	102.0	-1.1
FC(F)Oc1ccc(NC(=S)NNc2nc3ccccc3o2)cc1	99.0	-0.2
COc1ccccc1N1CCN(Cc2cc(COC(C)C)c3cccnc3c2O)CC1	126.0	3.3
O=C(NCCc1ccc(Cl)cc1)c1cnc2sc(N3CCCC3)nn2c1=O	110.0	0.3
O=C(NCc1ccc(F)cc1)c1cc(-c2ccccc2)n[nH]1	103.0	0.1
COc1ccc2c(c1)CCc1sc(NC(=O)c3ccc(Br)cc3)nc1-2	103.0	0.1

Ordered by molecular weight (smallest number first): part of the list above
Compound	Polio RdRp inh	Polio RdRp inh FP z-score
Cc1nnc(NC(=O)CCc2c[nH]c3ccccc23)o1	97.0	-0.6
CN(Cc1ccccc1)C(=O)CN1CCN(Cc2ccc(Cl)cc2)C1=O	100.0	-0.2
O=C(NCCc1ccc(Cl)cc1)c1cnc2sc(N3CCCC3)nn2c1=O	110.0	0.3

The list continues:
Compound	Polio RdRp inh	Polio RdRp inh FP z-score
Cc1ccccc1NC(=O)[C@H](CSCc1ccccc1)N1Cc2ccccc2C1=O	107.0	0.6
Cc1ccc2[nH]c(CSc3nnc(C)s3)cc(=O)c2c1	106.0	0
Cc1cc(C(=O)CCC(=O)N(C)Cc2c(C)nn(-c3ccccc3)c2C)c(C)s1	113.0	1.3
Cc1ccc(C(=O)Nc2cc3nn(-c4ccccc4)nc3cc2Cl)c(C)c1	104.0	0.1
N#Cc1ccc(-c2cccs2)nc1SCc1c(F)cccc1Cl	101.0	-0.8
Cc1sc2ncn(CC(=O)OC3CCCCC3)c(=O)c2c1C	103.0	-0.2
COCCCNC1=C(C#N)C(=O)NC(c2cccs2)S1 (stereo unspecified)	100.0	-0.3
CCC(=O)N(c1nnc(SCC(=O)N2CCCc3ccccc32)s1)C1CC1	104.0	0.3
COc1ccc(Cn2c(C(=O)O)c(CNCCc3cccs3)c3ccc(C)cc32)cc1	109.0	0.3
COc1cc(OC)cc(-c2nc3n(n2)C(c2ccccc2F)C(C(=O)Nc2cccnc2)=C(C)N3)c1 (stereo unspecified)	102.0	-0.7

A different layout for some results above.
molecule: O=C(Nc1nccs1)c1cccc(N2C(=O)C3C4C=CC(C4)C3C2=O)c1 (stereo unspecified)
- Polio RdRp inh = 101.0
- Polio RdRp inh FP z-score = 0.4

molecule: COc1cccc(C2=Nc3ccccc3C2=O)c1
- Polio RdRp inh = 101.0
- Polio RdRp inh FP z-score = -0.1

molecule: O=C1C=C(N2CCOCC2)C(=O)N1c1ccc(Cl)cc1
- Polio RdRp inh = 107.0
- Polio RdRp inh FP z-score = 0.5

molecule: NNC(=O)c1cc(C23CC4CC(CC(C4)C2)C3)[nH]n1
- Polio RdRp inh = 100.0
- Polio RdRp inh FP z-score = -0.3

More structures
Compound	Polio RdRp inh	Polio RdRp inh FP z-score
CC(=O)Nc1nc(-c2cccs2)cs1	101.0	-0.3
COc1ccc(N2C(=O)c3c(c4ccccc4n3C)C2c2cccc(OC)c2)cc1 (stereo unspecified)	102.0	-0.3
COc1cccc(-n2c(SCC(=O)N3CCc4ccccc43)nc3c([nH]c4ccccc43)c2=O)c1	109.0	0.5
Cc1ccc2cc(CN(CCN3CCCC3)C(=O)NC3CCCCC3)c(=O)[nH]c2c1C	105.0	1.3
O=C(c1ccc(Nc2nc(-c3ccccc3)c3cc(Br)ccc3n2)cc1)N1CCOCC1	108.0	0.7
COc1ccc(-c2cc(C(=O)NCCc3ccc(Cl)cc3)[nH]n2)cc1	109.0	0.1
O=C(CN1CCOCC1)N/N=C/c1ccccc1	100.0	-0.2
Cc1noc(C)c1C(=O)c1c(C)[nH]n(-c2ccccc2)c1=O	101.0	0
CC1(C)CC(=O)C=C(NCCc2ccccc2)C1	101.0	0.1
Cn1c(CCC(=O)O)nc2ccccc2c1=O	111.0	1.2
CC(NC1CCCc2ccccc21)C(=O)NCc1ccc2c(c1)OCO2 (stereo unspecified)	102.0	0.1
CCOC(=O)c1cc(-c2ccccc2)n(-c2cccc(C(=O)N(CC)c3ccccc3)c2)c1C	99.0	-0.7
CCC(=O)N1CCc2cc(Br)cc(S(=O)(=O)N3CCC(C(=O)N(CC)CC)CC3)c21	104.0	-0.4
CCCn1c(NC(=O)CCC2CCCC2)nc2ccccc21	104.0	0.2
C=CCn1c(COc2ccc(OC)cc2)n[nH]c1=S	103.0	0.7
O=C(O)C1CCCN(c2c(-c3ccccc3)c3cc(Cl)ccc3[nH]c2=O)C1 (stereo unspecified)	104.0	0.5
O=C(COC(=O)c1sc2ccccc2c1Cl)NCc1ccccc1	100.0	-0.6
Cc1noc(C)c1COc1ccc(C(=O)NCc2cccnc2)cc1	101.0	-0.2
